Assay outcomes from PubChem.
NPR2 activator – GC-B (human) receptor activation. AID 1920062. HEK293-GC-B cells, CNP EC30, cGMP TR-FRET; 0% at EC30 CNP, 100% saturating CNP. 370,000 tested, 0.11% active. activation, % at 10 µM;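 active means activation at 10 µM reaching about 35% in either raw or pattern-adjusted values, limit read from the data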
GAA850 FXN act – increases GAA850 frataxin promoter reporter activity. AID 540364. activation, % at 6 µM. 360,000 tested, 0.56% active. HEK293 lucGAA850 FXN promoter luciferase reporter, 24 h; percent of 10 µM SAHA response;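 active means activation above the average of all compounds screened plus 3 SD, cutoff fixed separately per campaign, cut at about 7.5% in these data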;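 further: 0% = DMSO wells and 100% = 10 µM SAHA wells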
GC-A act – GC-A (human) enzyme activation. P16066. HEK293 GC-A cells, cGMP TR-FRET, EC30 ANP; 0% at EC30 ANP, 100% saturating ANP. activation, % at 10 µM. 370,000 tested, 0.14% active; in the data active means activation above about 40%
Target sequence (P16066 whole entry, looked up): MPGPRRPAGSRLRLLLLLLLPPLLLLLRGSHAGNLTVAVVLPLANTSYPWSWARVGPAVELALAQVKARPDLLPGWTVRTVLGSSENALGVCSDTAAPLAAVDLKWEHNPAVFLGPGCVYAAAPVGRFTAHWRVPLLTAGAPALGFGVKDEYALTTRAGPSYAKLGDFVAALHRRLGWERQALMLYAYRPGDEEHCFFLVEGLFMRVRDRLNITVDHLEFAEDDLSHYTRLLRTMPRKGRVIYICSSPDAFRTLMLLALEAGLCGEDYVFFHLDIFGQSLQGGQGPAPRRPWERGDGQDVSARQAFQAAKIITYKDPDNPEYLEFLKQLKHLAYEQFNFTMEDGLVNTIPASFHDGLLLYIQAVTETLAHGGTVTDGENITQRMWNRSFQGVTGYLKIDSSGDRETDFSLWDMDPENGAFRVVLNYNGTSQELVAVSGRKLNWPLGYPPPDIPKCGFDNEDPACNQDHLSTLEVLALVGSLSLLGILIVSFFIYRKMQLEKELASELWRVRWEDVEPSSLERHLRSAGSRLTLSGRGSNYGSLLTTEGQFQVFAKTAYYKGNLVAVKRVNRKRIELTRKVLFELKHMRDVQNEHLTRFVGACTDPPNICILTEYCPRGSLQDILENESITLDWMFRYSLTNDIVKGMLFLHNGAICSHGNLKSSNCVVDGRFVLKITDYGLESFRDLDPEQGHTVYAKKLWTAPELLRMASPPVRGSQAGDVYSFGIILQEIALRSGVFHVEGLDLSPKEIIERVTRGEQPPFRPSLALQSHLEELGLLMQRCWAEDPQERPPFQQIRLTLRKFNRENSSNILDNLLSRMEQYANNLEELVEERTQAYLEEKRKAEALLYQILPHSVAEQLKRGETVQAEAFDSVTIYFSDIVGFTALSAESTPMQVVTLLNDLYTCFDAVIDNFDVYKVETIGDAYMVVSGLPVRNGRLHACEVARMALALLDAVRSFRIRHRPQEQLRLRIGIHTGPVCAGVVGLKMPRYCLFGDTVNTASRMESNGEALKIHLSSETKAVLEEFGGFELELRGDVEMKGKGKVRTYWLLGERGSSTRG
* hit, by the source's call.

SMILES	NPR2 activator	GAA850 FXN act	GC-A act
Cc1cc2c(nn1)CCc1nonc1-2	0	0.9	-2
COC(=O)C(C)Sc1ccc2nnc(-c3ccc(F)cc3)n2n1 (stereo unspecified)	2	2.8	9
Cc1oc(/N=C/c2cccc3ccccc23)c(C#N)c1C	-1	1.4	1
CCN1C(=O)c2c(C)nc3ccccc3c2C1=O	4	-0.1	9
O=C(c1cc(-c2cccs2)on1)N1CCN(c2ccccc2)CC1	-4	0.2	1
Cc1c(C(=O)Nc2cnccn2)oc2ccccc12	-3	-1.5	-7
CCOCCCn1c(=N)c(C(=O)NCc2ccc3c(c2)OCO3)cc2c(=O)n3cccc(C)c3nc21	2	1.7	12
O=C(CSc1ccc(-c2ccc(F)cc2)nn1)N1CCCCC1	-3	3.6	-1
COc1ccc(Cl)cc1NC(=O)N1CCN(C2CCCCC2)CC1	-1	0.2	-3
CCCCOC(=O)c1ccc(NC(=O)c2ocnc2C)cc1	-5	4.1	-8
Nc1c(S(=O)(=O)c2cccs2)c2nc3ccccc3nc2n1CC1CCCO1 (stereo unspecified)	-11	0.9	-13
N/C(=N\OC(=O)Cc1ccc(Cl)cc1)c1cccnc1	-2	0.2	3
NC(=O)CSc1nnc(-c2ccc(S(=O)(=O)N3CCCC3)cc2)n1Cc1ccco1	0	-1.5	1
Cc1cc(S(=O)(=O)NC2CCCCC2)ccc1OCC(=O)N1CCOCC1	3	-0.7	2
O=C(O)CCSc1nnc(-c2cccnc2)n1-c1ccccc1	3	-1.4	2
Cc1ccc(-n2nnnc2SCC(=O)c2cc(C)n(-c3cc(C)on3)c2C)cc1	3	0.1	0
O=C(NN=C1c2ccccc2-c2ccccc21)c1ccccn1	-15	2.3	-14
Nc1nc2nc(-c3ccc(Cl)cc3)cc(C(F)(F)F)n2n1	-5	2.5	5
CS(=O)(=O)N1CCN(C(=O)c2cc3ccccc3oc2=O)CC1	2	1.4	-2
CCOC(=O)N1CCN(C(=O)Cc2ccc(-n3c(=S)[nH]c4ccccc4c3=O)cc2)CC1	-3	1.7	-2
Cc1ccc(CNC(=O)COC(=O)c2cnccn2)cc1	3	-3.4	-2
Cc1[nH]nc2c1C1(CCOCC1)C(C#N)=C(N)O2	-4	-0.6	-1
CCN(CC)c1ccc(CN(C(=O)c2ccco2)C2CCS(=O)(=O)C2)cc1 (stereo unspecified)	3	5.0	-3
CCc1nnc(NC(=O)CSc2nnc3ncccn23)s1	5	1.1	1
CCCOc1ccc(OCC(=O)c2[nH]c(C)c(C(C)=O)c2C)cc1	-5	-2.3	3

Sorted by the number under GC-A act (rising): 3 from the list above
smiles,NPR2 activator,GC-A act
O=C(NN=C1c2ccccc2-c2ccccc21)c1ccccn1,-15,-14
CS(=O)(=O)N1CCN(C(=O)c2cc3ccccc3oc2=O)CC1,2,-2
NC(=O)CSc1nnc(-c2ccc(S(=O)(=O)N3CCCC3)cc2)n1Cc1ccco1,0,1

Remaining list, next part:
SMILES	NPR2 activator	GAA850 FXN act	GC-A act
CS(=O)(=O)N1CCCC(c2nc(-c3ccc(S(=O)(=O)NCc4ccccc4)cc3)no2)C1 (stereo unspecified)	-1	-6.6	5
Cc1[nH]c(=O)[nH]c(=O)c1NC(=O)CSc1ncccc1-c1nc2ccccc2[nH]1	3	-0.5	2
CC1CN(C(=O)Cn2cc(S(=O)(=O)CC(=O)N3CCOCC3)c3ccccc32)CC(C)O1 (stereo unspecified)	1	1.4	0
CCOc1ccc(C(=O)NCc2ccccn2)cc1	-3	1.0	2
C=CCSc1nnc(NC(=O)c2nc(SCC)ncc2Cl)s1	-6	0.7	0
CCOc1ccc(C(C)=O)cc1N1C(=O)C2C3C=CC(C3=C(C)C)C2C1=O (stereo unspecified)	4	-2.1	-3
CCCn1c(=O)c(C(=O)Nc2ccccc2C(=O)OCC)c(O)c2ccccc21	-3	-3.5	2
O=C1CSC(=Nc2cc(Cl)ccc2Cl)N1	2	-0.6	3
CC(=O)Nc1nc(C)nc(-c2ccccc2OC(C)=O)n1	0	1.1	8
Cc1ccccc1OCCNC(=O)CNC(=O)c1ccccc1O	0	-3.3	0
Cc1cc(C)nc(N2CCC(C(=O)NCC3CCCCC3)CC2)n1	-1	-0.9	-3
CCOC(=O)C1=C(C)NC(=O)NC1c1ccc(OC)c(Cl)c1 (stereo unspecified)	-3	0.5	-5
Cc1nn(Cc2ccc(F)cc2)c(C)c1NC(=O)c1cnn2c1NC(c1ccccc1)CC2C(F)(F)F (stereo unspecified)	-8	2.1	-12
CC(CCc1ccccc1)NC(=O)c1cc2sccc2n1C (stereo unspecified)	-3	-2.4	0
Cn1nc(C(F)(F)F)c(C(=O)Nc2ccc(F)cc2F)c1Sc1ccc(C(F)(F)F)cc1	-2	-1.6	-3
O=C(c1noc2c1CCCC2)N1CCN(c2ccccc2)CC1	1	0.6	4
Cc1cc(NS(=O)(=O)c2ccc(NC(=O)Cc3cccs3)cc2)no1	1	2.8	4
O=C(Nc1ccc2c(c1)OCCO2)c1c(F)cccc1F	4	2.4	3
CS(=O)(=O)Nc1ccc(C(=O)NCCSC2CCCCC2)cc1	-2	2.7	1
CCOC(=O)CSc1nnc(CNC(=O)Cc2ccccc2)n1-c1ccccc1OC	3	-1.0	4
COc1ccccc1N1CCN(C(=O)c2cc(-c3ccc4c(c3)OCO4)on2)CC1	10	-2.4	5
O=C(Nc1sccc1C(=O)N1CCOCC1)c1cccnc1	0	-2.7	2
COc1ccc2c(c1)CCc1c(C(=O)NCc3ccco3)noc1-2	-4	4.4	-4
Cc1cc(C(=O)NC(C)c2ccncc2)no1 (stereo unspecified)	-1	-0.7	2
Cc1cc(C)nc(N2CCCC(C(=O)NCCc3cccc(F)c3)C2)n1 (stereo unspecified)	-4	0.2	-3

(next part)
SMILES	NPR2 activator	GAA850 FXN act	GC-A act
CC1CCN(S(=O)(=O)N2CCC(C(=O)NCc3cccs3)CC2)CC1	2	0.8	1
Cc1ccc(S(=O)(=O)NNc2ccccc2)cc1	-3	-0.8	1
Cc1nn(C)c(C(=O)Nc2ccc(Br)cc2F)c1Br	-4	0.4	-1
O=C(CCC(=O)NNC(=O)Nc1ccc(Cl)cc1)NCc1ccccc1	-3	3.6	4
FC(F)(F)c1ccc(N2CCOCC2)c(Nc2nc3ccccc3n3cnnc23)c1	-9	2.1	2
N#C/C(=C\c1ccc[nH]1)S(=O)(=O)c1ccccc1	-4	1.3	3
CCOC(=O)N1CCC(NC(=O)CNS(=O)(=O)c2ccc(Br)s2)CC1	-5	-0.4	4
CCOc1ccc(-n2c(=O)c3c(C)c(C)sc3n(CC(=O)NCc3ccco3)c2=O)cc1	2	-0.8	0
Cc1ccc(/C=C2\SC(=S)N(CCC(=O)NNS(=O)(=O)c3ccccc3)C2=O)cc1	-4	2.7	-4
CCOc1cc(/C=C2/C(=O)N(c3ccccc3)N=C2C)ccc1OC(=O)c1cccs1	12	1.6	7
Cc1ccc(NC(=O)c2ocnc2C)cc1Cl	-2	4.5	4
CN1CCN(S(=O)(=O)c2cccc([N+](=O)[O-])c2)CC1	4	0.4	1
Cc1cc(C)cc(NC(=O)c2cccc(NC(=O)C3C4CC5OC(=O)C3C5C4)c2)c1 (stereo unspecified)	-2	0.4	0
Cc1nc(/N=C(\N)NC(=O)c2ccccc2)nc2ccccc12	-5	8.3*	6
Cc1ccc(NC(=O)CN2CCCN(S(=O)(=O)c3ccc(Br)s3)CC2)cc1	-4	-1.0	-3
CCCC(=O)NNC(=O)Nc1ccccc1	0	2.2	-3
Cc1ccc2nc(NC(=O)CCNS(=O)(=O)c3ccc(Br)s3)sc2c1	-16	-1.1	-20
O=C(Nc1ccon1)c1cc2c(s1)CCCC2	-5	3.4	-3
Cc1cc(C)nc(N/N=C/C(Cl)=C/c2ccccc2)n1	0	4.0	-1
CC(=O)Nc1c(C(=O)C2CC2)oc2ccccc12	1	-2.5	7
COc1ccc(C2=NOC(C(=O)NCc3ccccc3)C2)cc1 (stereo unspecified)	-2	0.7	-2
O=c1cc(-c2ccccc2)[nH]n1-c1ccc([N+](=O)[O-])cc1	-2	-1.7	-4
O=C(Nc1ccc(F)cc1)c1oc2ccccc2c1NC(=O)C1CCCC1	-6	-0.3	5
CCc1noc(C)c1C(=O)N1CCCC1	3	0.9	-2
O=C(OCC1OC(n2cnc3c(N(C(=O)c4ccccc4)C(=O)c4ccccc4)ncnc32)C(O)C1F)c1ccccc1 (stereo unspecified)	-7	0.5	-5

New compounds follow.
SMILES	NPR2 activator	GAA850 FXN act	GC-A act
Cc1ccc(-c2nc3ccccc3s2)cc1S(=O)(=O)N1CCCC1	-2	1.0	2
O=C(Nc1ccc2nsnc2c1)c1ccc2c(c1)OCO2	3	0.8	2
CN(C)S(=O)(=O)c1ccc(N2CCCC2)c(C(=O)Nc2cccc(F)c2)c1	4	1.3	8
CCn1cc(C2=NOC(C(=O)Nc3ccccc3C(=O)OC)C2)c(C)n1 (stereo unspecified)	3	-0.9	1
O=C(NCCN1CCOCC1)c1cc(-c2ccc(Cl)cc2)on1	3	-0.1	22
COc1ccc(NC(=O)CSc2nnc(Cc3cccs3)n2-c2ccc(C)cc2)cc1	-13	-2.6	-6
Clc1ncccc1-c1nc2ccccc2n1Cc1ccccc1	-2	-0.1	-5
O=C(Nc1ccc(-n2cnnn2)cc1)c1cn2ccccc2n1	-2	3.4	4
Cc1cccc(CC2CC(=O)N(C3CCCCC3)C2=O)c1 (stereo unspecified)	5	1.2	3
O=C(O)c1c2c(nc3ccc(F)cc13)CCC2	0	3.1	3
CCCCNC(=S)NNC(=O)c1sccc1C	-4	3.5	0
CN(C)P(=NC(=O)COc1ccc(Cl)cc1Cl)(N(C)C)N(C)C	3	-0.6	-6
CN1CCN(c2nc(-c3ccco3)cc(C(F)(F)F)n2)CC1	-6	2.5	3
Cc1ccc(CCN2CC(C(=O)NCCCOC(C)C)CC2=O)cc1 (stereo unspecified)	-1	-0.1	1
O=C(CSc1nc(-c2ccccc2)c(-c2ccccc2)[nH]1)Nc1nccs1	-17	-1.6	-12
Brc1ccc(-c2nnc3sc(CN4CCN(c5ccccc5)CC4)cn23)cc1	-3	-1.5	-1
COc1cccc(-c2csc3nnc(SCC(=O)c4ccc(NC(C)=O)cc4)n23)c1	-1	1.3	2
O=C(c1ccc(Cn2cc([N+](=O)[O-])cn2)o1)N1N=C(C(F)F)CC1(O)C(F)F (stereo unspecified)	0	-1.9	-2
C1=CC2CC1CC2CN1CCN(c2ccccc2)CC1 (stereo unspecified)	1	0.2	-2
CN1CCN(c2ccc([N+](=O)[O-])cc2NC(=O)c2ccccc2Cl)CC1	2	-2.2	0
Cc1noc(C)c1C(c1ccccc1)c1ccccc1	-9	4.9	-3
CCOc1ccc(NCc2nnc(SCC(=O)Nc3cc(C)on3)n2-c2ccccc2OC)cc1	3	1.1	0
O=C(NC1CC1)C1CCN(c2ccc(S(=O)(=O)N3CCOCC3)cc2)CC1	3	0.6	2
Cc1ccc2cc(C)c3nnc(SCC(=O)NCc4ccco4)n3c2c1	-3	-0.5	-4
C=CCSc1ncccc1C(=O)NCc1ccccc1	-6	3.1	2

A second format for some results above:
Value order – NPR2 activator, GAA850 FXN act, GC-A act
O=C(Nc1ccc2nsnc2c1)c1ccc2c(c1)OCO2
    3, 0.8, 2
CN(C)S(=O)(=O)c1ccc(N2CCCC2)c(C(=O)Nc2cccc(F)c2)c1
    4, 1.3, 8
CCn1cc(C2=NOC(C(=O)Nc3ccccc3C(=O)OC)C2)c(C)n1 (stereo unspecified)
    3, -0.9, 1
O=C(NCCN1CCOCC1)c1cc(-c2ccc(Cl)cc2)on1
    3, -0.1, 22

(listing goes on)
SMILES	NPR2 activator	GAA850 FXN act	GC-A act
CCOC(=O)C(CCCCOc1ccc([N+](=O)[O-])cc1)C(=O)OCC	2	-0.4	0
Nc1c(C(=O)Nc2ccc(S(=O)(=O)N3CCCC3)cc2)sc2nc3ccc(OC(F)(F)F)cc3cc12	1	1.6	3
CC1(C)N=C(c2cccc(F)c2)C(=O)N1	1	1.4	0
O=C(NC1CCCCC1)N1CCC(c2nc(-c3ccc(S(=O)(=O)N4CCCC4)cc3)no2)CC1	-5	-0.1	-2
O=c1c2[nH]c3ccc(F)cc3c2ncn1CC1CCCO1 (stereo unspecified)	-2	0.4	1
O=C(/C=C/c1ccccc1)Nc1ncn[nH]1	-2	-1.2	4
CCC(Sc1nnnn1-c1ccccc1)C(=O)NC(C)c1ccccc1 (stereo unspecified)	5	-2.3	3

Four entries from above, as labelled records.
CS(=O)(=O)Nc1ccc(C(=O)NCCSC2CCCCC2)cc1
- NPR2 activator = -2
- GAA850 FXN act = 2.7
- GC-A act = 1
CCOC(=O)C1=C(C)NC(=O)NC1c1ccc(OC)c(Cl)c1 (stereo unspecified)
- NPR2 activator = -3
- GAA850 FXN act = 0.5
- GC-A act = -5
CCOc1ccc(C(C)=O)cc1N1C(=O)C2C3C=CC(C3=C(C)C)C2C1=O (stereo unspecified)
- NPR2 activator = 4
- GAA850 FXN act = -2.1
- GC-A act = -3
O=c1cc(-c2ccccc2)[nH]n1-c1ccc([N+](=O)[O-])cc1
- NPR2 activator = -2
- GAA850 FXN act = -1.7
- GC-A act = -4

Sorted by count of non-hydrogen atoms (ascending): some entries from above
SMILES	NPR2 activator	GAA850 FXN act	GC-A act
O=C(/C=C/c1ccccc1)Nc1ncn[nH]1	-2	-1.2	4
O=C(Nc1ccon1)c1cc2c(s1)CCCC2	-5	3.4	-3
O=C(NC1CC1)C1CCN(c2ccc(S(=O)(=O)N3CCOCC3)cc2)CC1	3	0.6	2

An excerpt; the hit share may differ from the screen's.
